# POLI inh: qHTS for Inhibitors of Polymerase Iota. 1% of 390,000 active. Potency, µM (doses to about 115 µM), for inactives: at the top dose activity, negative = inhibition, actives largely listed as inhibitors. AID 588590, 2011. Pol iota fluorescent replication assay, 10 min. DNA polymerase iota (Homo sapiens), Q9UNA4
#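 Fluorescent replication assay read twice, at 0 min and 10 min after adding 50 nM (final) substrate. Enzyme (10 nM) and compounds were first incubated 15 min at room temperature; enzyme-free buffer wells were negative controls.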
# Apoferritin bind: qHTS Assay for Identification of Novel General Anesthetics; 0.074% of 350,000 active; Potency, µM (highest dose often 77.5 µM), for inactives: at the top dose activity change, negative = displacement, hits mostly inhibitors; apoferritin/1-aminoanthracene competitive binding, fluorescence; also: % is scaled to controls: 0 for no effect and ±100 for the full control effect; nearly all actives have a fitted effect of over 20% in size
# Target sequence (P02791 2-175 limits assumed): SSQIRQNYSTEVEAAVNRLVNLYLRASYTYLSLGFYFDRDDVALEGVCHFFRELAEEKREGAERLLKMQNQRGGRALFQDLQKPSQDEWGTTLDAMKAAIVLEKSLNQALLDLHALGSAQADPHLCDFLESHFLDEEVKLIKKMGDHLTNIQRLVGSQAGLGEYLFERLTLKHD
#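 In PBS, apoferritin at 10 uM is loaded with 1-AMA from a 50% saturated solution. After 10 min of compound exposure at ambient temperature, reduced 535 nm fluorescence indicates probe displacement.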
# G9a block: qHTS Assay for Inhibitors of Histone Lysine Methyltransferase G9a; AID 504332, 2011; 8.8% of 350,000 active; G9a H3K9 monomethylation, AlphaScreen, 2 h; Potency, µM (highest dose often 102 µM), for inactives: top-dose activity, negative = inhibition, most hits filed as inhibitors; also: % is scaled to controls: 0 for no effect and ±100 for the full control effect; nearly all actives have a fitted effect of over 75% in size
#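 Methyltransferase reactions run at room temperature for 2 h (20 nM enzyme, 500 nM biotin-H3K9 peptide, 20 uM SAM) after a 15 min compound preincubation; product detected by AlphaScreen beads and anti-H3K9me1 antibody.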
# BLM inh: qHTS Assay for Inhibitors of Bloom's syndrome helicase (BLM). RecQ-like DNA helicase BLM (Homo sapiens), P54132. recombinant BLM DNA unwinding, fluorescence dequenching. Potency, µM (top dose mostly 56.1 µM), inactives show top-dose activity change, negative = inhibition, actives largely listed as inhibitors. 0.2% of 350,000 active. AID 2528, 2010;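 also: plate controls were vehicle for no effect and no enzyme for full effect; nearly all actives have a fitted effect of over 35% in size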
# Pol kappa inh: qHTS for Inhibitors of Polymerase Kappa. 0.53% of 400,000 active. purified Pol kappa, fluorescent DNA synthesis assay, 10 min. Potency, µM (top dose mostly 107 µM), for inactives: top-dose activity, negative = inhibition, most hits filed as inhibitors. AID 588579, 2011; also: % is scaled to controls: 0 for no effect and ±100 for the full control effect
# Target sequence (Q9UBT6 whole entry, looked up): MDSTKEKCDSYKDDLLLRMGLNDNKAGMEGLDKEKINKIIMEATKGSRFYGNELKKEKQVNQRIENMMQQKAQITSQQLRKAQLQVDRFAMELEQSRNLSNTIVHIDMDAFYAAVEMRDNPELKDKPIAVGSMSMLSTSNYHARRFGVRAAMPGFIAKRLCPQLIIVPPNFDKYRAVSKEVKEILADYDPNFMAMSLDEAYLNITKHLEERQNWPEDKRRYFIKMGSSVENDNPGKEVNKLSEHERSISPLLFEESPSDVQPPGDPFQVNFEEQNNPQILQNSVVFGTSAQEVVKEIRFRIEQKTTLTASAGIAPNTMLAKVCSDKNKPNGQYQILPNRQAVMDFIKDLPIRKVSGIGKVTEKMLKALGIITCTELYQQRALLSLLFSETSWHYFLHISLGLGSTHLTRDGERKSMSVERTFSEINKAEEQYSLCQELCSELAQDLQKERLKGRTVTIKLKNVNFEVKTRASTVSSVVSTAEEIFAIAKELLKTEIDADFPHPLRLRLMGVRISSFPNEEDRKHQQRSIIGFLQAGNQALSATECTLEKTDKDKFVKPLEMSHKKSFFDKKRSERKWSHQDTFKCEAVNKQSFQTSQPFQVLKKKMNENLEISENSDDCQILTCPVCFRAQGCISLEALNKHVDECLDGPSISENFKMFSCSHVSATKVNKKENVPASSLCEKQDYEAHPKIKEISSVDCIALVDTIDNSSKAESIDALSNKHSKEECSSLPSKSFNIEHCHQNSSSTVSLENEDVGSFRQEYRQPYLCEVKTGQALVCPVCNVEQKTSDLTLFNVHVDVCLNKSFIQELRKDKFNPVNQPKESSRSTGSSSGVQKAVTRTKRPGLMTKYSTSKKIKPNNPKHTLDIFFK
#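 Enzyme at 10 nM met test compounds for 15 min at room temperature. Substrate addition (50 nM final) began the reaction, which was monitored by fluorescence at 0 and 10 min.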
# BAZ2B block: qHTS Assay for Inhibitors of BAZ2B; AlphaScreen BAZ2B-H3K14Ac peptide displacement; AID 504333, 2011; 4.4% of 360,000 active; Potency, µM (highest dose often 114 µM), for the others: at the highest dose activity change, negative = inhibition, usual class: inhibitors; also: % is scaled to controls: 0 for no effect and ±100 for the full control effect; nearly all actives have a fitted effect of over 60% in size
#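 Compounds, titrated to a top concentration of 110 uM, were incubated 30 min at room temperature with preformed BAZ2B/acetyl-K14 H3 peptide complex (50 nM each). Proximity signal was measured by AlphaScreen after 20 min with beads.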
# APE1 inh: qHTS Assay for Inhibitors of the Human Apurinic/apyrimidinic Endonuclease 1 (APE1); recombinant APE1, TAMRA/BHQ-2 abasic DNA cleavage fluorescence; 0.35% of 350,000 active; DNA repair nuclease/redox regulator APEX1 (Homo sapiens), P27695; Potency, µM (series often up to 65.8 µM), inactives show top-dose activity change, negative = inhibition, hits mostly inhibitors; AID 2517, 2012;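 also: plate controls were vehicle for no effect and reference inhibitor for full effect; nearly all actives have a fitted effect of over 55% in size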
#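 Substrate: short duplex with […] THF abasic site, 5'-TAMRA and 3'-BHQ-2, 50 nM final. APE1 at 0.75 nM, preincubated 15 min RT with compound. Fluorescence increase from first to third read measured activity.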
# Pol eta inh: qHTS for Inhibitors of Polymerase Eta. DNA polymerase eta (Homo sapiens), Q9Y253. recombinant Pol eta, fluorescent DNA replication assay. Potency, µM (highest dose often 114 µM), for inactives: top-dose activity change, negative = inhibition, hits mostly inhibitors. 1.2% of 390,000 active; also: % is scaled to controls: 0 for no effect and ±100 for the full control effect
#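 Fluorescent replication assay: 50 nM final substrate added after a 15 min room-temperature compound preincubation with 10 nM enzyme. Signal taken at 0 min and again at 10 min.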
# POLB inh: qHTS Assay for Inhibitors of DNA Polymerase Beta | P06746 | Pol beta primer extension/strand displacement, fluorescence kinetic | Potency, µM (series often up to 114 µM), for inactives: at the highest dose activity change, negative = inhibition, most hits filed as inhibitors | 1.3% of 340,000 active | AID 485314, 2010; also: % is scaled to controls: 0 for no effect and ±100 for the full control effect
#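 Preincubation: enzyme (10 nM) with compound, 15 min, RT. Reaction: substrate added to 50 nM final. Reads: 0 and 10 min. Analysis: normalized, Hill fit.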
# * = called active by the depositor; i = inactive; ? = inconclusive; · = no result given; & = joins results of further samples; [ ] = dose if it differs, or a comment. Calls follow the shape of the dose curve; as a rule, active = well fitted curve in the direction sought with a large enough effect; inconclusive = small, poorly fitted or top-dose-only effect, or another doubt; inactive = no such curve, though single readings can be large; an effect the other way counts as inactive or inconclusive. Potency is read from the fitted curve at half-maximal effect. The list is partial. The share of hits here may be higher or lower than overall.
mol	POLI inh	Apoferritin bind	G9a block	BLM inh	Pol kappa inh	BAZ2B block	APE1 inh	Pol eta inh	POLB inh
CCCOc1ccc(-c2nnn(CC(=O)c3c[nH]c4ccccc34)n2)cc1	0%	-1%	6%[59 µM]	-5%	-6%	10%	0%	-9%	10%
N#CCCn1c(=O)cnc2cnc(Oc3cccc(Cl)c3)nc21	·	·	1%[0.501 µM]	5%	0%[60.1 µM]	·	27%	·	·
CCOc1ccc(S(=O)(=O)N2CCN(Cc3ccccc3)CC2)c2cccnc12	11%	-24%	-40%[59 µM]	-3%	-20%	-36%	-3%	14%	1%
O=C(COc1ccc2ccccc2c1)NC1CC1	16%	-13%	14%[59 µM]	-1%	-3%	-6%	2%	-1%	-1%
CCOC(=O)c1c(C)c(-c2ccccc2)n(CC(=O)Nc2ccc(OCC)cc2)c1C	34%	5%	-2%[59 µM]	-3%	-1%	5%	·	-15%	13%
CCOc1ccc2cc(/C=C/C(=O)c3ccco3)c(Cl)nc2c1	17%	-11%	?	-1%	-5%	-24%	0%	?	0%
CNCc1sccc1C	88%[activator]	-1%	-40%	4%	4%	9%	12%	-19%	4%
Cc1cc(C)n(CC2CC(=O)N(c3ccc(F)c(Cl)c3)C2=O)n1 (stereo unspecified)	14%	?	21%[12.7 µM]	-9%	-3%	14%	-2%	8%	48%
C[C@H]1COC(=O)[C@H](Cc2ccc(F)cc2)C/C=C\C[C@@H](CC(=O)NCCO)C(=O)N1	2%	·	·	·	0%	·	-4%	-15%	·
COc1cc(NC2c3ccccc3C(=O)N2c2ccc(C)cn2)cc(OC)c1OC (stereo unspecified)	-8%	-5%	?	-4%	6%	2%	4%	-8%	-25%
Cn1c(CCC(=O)Nc2ccc(N3CCOCC3)cc2)nc(=O)c2ccccc21	15%	-2%	?	0%	0%	-21%	0%	6%	6%
O=C(COC(=O)CNC(=O)c1cccs1)Nc1ccccc1C(F)(F)F	159%[activator]	-5%	7%	3%	-1%	0%	-4%	-2%	13%
O=C(C1=C(O)C(=O)N(CCN2CCOCC2)C1c1cccc(Br)c1)c1cc2ccccc2o1 (stereo unspecified)	17%	-12%	0%[0.0925 µM]	-3%	5%	-26%	12%	?	11%
Cc1cccc(C)c1Nc1nnc(SCC(=O)Nc2ncc(C(F)(F)F)cc2Cl)s1	-12%	?	2.2µM*	-5%	-14%	-7%	9%	?	2%
COc1ccc(CC(=O)Nc2cc(C)on2)cc1	19%	-6%	-3%[59 µM]	-5%	-8%	-5%	0%	-15%	-23%
CCOC(=O)c1[nH]c2ccccc2c1NC(=O)c1ccc(OC)c(OC)c1	2%	-10%	-5%[59 µM]	-4%	-11%	3%	·	-2%	-8%
CCCCCn1c(-c2ccc(OC)c(OC)c2)nc2ccccc21	16%	-3%	11%[59 µM]	1%	-4%	33%	·	-14%	-2%
CCCSc1nc(C)cc(C)c1C(N)=O	18%	-4%	·	-2%	-5%	4%	16%	-2%	10%
COc1ccc(C(=O)CCN2CCCCCC2)cc1	-6%	-7%	8.9µM*	1%	-7%	-7%	-2%	-10%	?
C[C@@H]1CN([C@H](C)CO)C(=O)c2cc(NC(=O)C3CCCCC3)ccc2O[C@@H]1CN(C)Cc1ccc(C(F)(F)F)cc1	9%	·	·	·	-7%	·	-25%	-7%	·
CN1CCc2c(sc3nc(NCCO)n(-c4cccc(Cl)c4)c(=O)c23)C1	20%	-9%	-20%	-9%	-1%	2%	-11%	4%	1%
COc1ccc(C(=O)N/N=C\c2ccoc2)cc1	?	-12%	·	-6%	?	?	?	-14%	?
Cc1ccc(NC(=O)CCNS(=O)(=O)c2cccs2)cc1F	45%&9%[activator]	-5%&-14%	10%	-7%&-2%	10%&-16%	2%&0%	39%	-7%&-18%	43%&4%
COc1ccc(C(=O)CSc2nnc3ccccn23)cc1OC	31%[activator]	-6%	2%[59 µM]	-2%	2%	-1%	6%	-10%	13%
CC(C)NCC(O)COc1c(F)cc(Br)cc1F (stereo unspecified)	-9%	-6%	?	-7%	-4%	-16%	1%	-20%	36%
Cc1c(Cl)cccc1NC(=O)CNC(=O)c1ccc2c(c1)OCCO2	1%	·	·	·	-17%	·	2%	1%	·
c1ccc2c(c1)CC1(CCCCC1)n1nnnc1-2	-3%	-9%	-7%[59 µM]	2%	5%	9%	2%	-10%	-6%
CN(C)C(CNC(=O)C1CCN(S(=O)(=O)c2cccc(C(F)(F)F)c2)CC1)c1ccccc1 (stereo unspecified)	12%	5%	-14%	-1%	3%	-4%	11%	-5%	95%
Cc1cccc(Cn2nc(C(C)(C)C)cc2C(=O)N2CCOCC2)c1	0%	-4%	19%	0%	8%[60.1 µM]	3%	33%	-14%	36%
CN(C)S(=O)(=O)c1ccc(NC(=O)CCNC(=O)c2ccco2)cc1	19%	1%	17%[59 µM]	0%	2%	5%	61%[activator][12.4 µM]	-18%	-5%
CCOC(=O)c1ccc(NC(=O)CC2C(=O)N(c3ccc(F)cc3)C(=O)N2Cc2cccnc2)cc1 (stereo unspecified)	4%	-3%	-33%[59 µM]	-3%	-6%	-9%	·	-17%	25%
CCCCOc1ccc(N(CC(=O)NC(C)C)C(=O)CCC(=O)Nc2ccccn2)cc1	33%[activator]	-3%	3%	-5%	-12%	-13%	4%	-6%	9%
O=C(NC12CC3CC(CC(C3)C1)C2)C1=COCCO1	1%	?	?	2%	-14%	10%	-1%	-6%	4%
O=C(c1cc(F)c(F)cc1Cl)N1CCN(c2ccc([N+](=O)[O-])c3ncccc23)CC1	63%[activator]	-8%	3%[59 µM]	2%	-10%	-7%	-2%	-10%	33%
Cc1ccc(S(=O)(=O)N2CCN(C(=O)CC(C)(C)C)CC2)cc1	50%[activator]	-5%	-6%	-2%	-1%	-23%	-10%	-20%	-18%
COC(=O)C1=C(c2ccc(OC)cc2)OC(=O)C1(C)C	11%	-18%	68%[activator]	-1%	1%	-2%	14%	4%	108%
CCOC(=O)c1c(NS(=O)(=O)c2cccc(OC)c2)sc2c1CCC2	?	-2%	?	-12%	?	-7%	-6%	-19%	-6%
CCc1nnc(NC(=O)CCC(=O)N2CCN(c3ccccn3)CC2)s1	24%	-6%	14%[12.7 µM]	-1%	-1%	-28%	-1%	-1%	6%
O=C(NN=C1CCCCC1)c1cc(-c2ccccc2)n[nH]1	10%	-20%	-13%[59 µM]	-2%	-1%	5%	0%	-4%	-19%
O=C(Cc1ccc(Cl)cc1)NCC(=O)N1CCN(Cc2ccccc2)CC1	43%[activator]	-3%	-2%	-5%	-6%	-15%	-18%	-13%	21%
Cc1cc(NC(=O)C(C)Sc2nnc(NCc3ccco3)s2)no1 (stereo unspecified)	40µM*	·	?	·	-15%	-12%	-2%	?	·
CCOC(=O)N1CCC(NC(=O)c2cc(C)c3c(C)nn(-c4ccccc4)c3n2)CC1	19%	-9%	1%	0%	-3%	6%	0%	-10%	19%
Cn1cc(S(=O)(=O)Nc2ccc(F)cc2F)c(=O)n(C)c1=O	?	-6%	?	-1%	-14%	-3%	0%	-7%	-28%
Cc1nc(C)c(C(=O)NCCC(c2ccccc2)c2ccccc2)o1	71%[activator]	-8%	?	2%	-1%	·	-3%	-4%	-10%
Cc1cc(Cl)c(S(=O)(=O)Nc2ccc(Cl)cn2)cc1OCC(N)=O	-21%	-2%	-18%[59 µM]	1%	-4%	-5%	2%	1%	-8%
COc1ccc(OCCN2CCN(C(=O)c3ccc(OC)cc3)CC2)cc1	42%[activator]	-2%	35%[activator]	1%	-4%	-3%	-3%	-15%	25%
CCC1Sc2ccc(S(=O)(=O)N3CCN(c4ccccc4)CC3)cc2NC1=O (stereo unspecified)	?	-13%	18µM*	-9%	-26%	-33%	5%	-25%	0%
COc1ccccc1-c1c(C(F)(F)F)oc2c(CN(C)C)c(O)ccc2c1=O	34%[activator]	33%[activator]	-8%	0%	-17%	-4%	-5%	-9%	?
CCN(CC)C(=O)[C@H]1CC(CC(=O)NCCCN(C)C)C(=O)N2CCc3c([nH]c4ccc(OC)cc34)[C@]12C (stereo partly specified)	-4%	·	·	·	-13%	·	-4%	-12%	·
Cc1nn(C)c(C)c1CN(C)C(=O)CCCC(=O)O	3%	11%	2%[59 µM]	-13%	-8%	6%	3%	1%	-2%

# Record cards, from the list above.
# `Cc1cc(Cl)c(S(=O)(=O)Nc2ccc(Cl)cn2)cc1OCC(N)=O` is entered as POLI inh: -21%; Apoferritin bind: -2%; G9a block: -18%[59 µM]; BLM inh: 1%; Pol kappa inh: -4%; BAZ2B block: -5%; APE1 inh: 2%; Pol eta inh: 1%; POLB inh: -8%
# `CCOC(=O)c1c(NS(=O)(=O)c2cccc(OC)c2)sc2c1CCC2` is entered as POLI inh: ?; Apoferritin bind: -2%; G9a block: ?; BLM inh: -12%; Pol kappa inh: ?; BAZ2B block: -7%; APE1 inh: -6%; Pol eta inh: -19%; POLB inh: -6%

# As entered above.
# Cn1cc(S(=O)(=O)Nc2ccc(F)cc2F)c(=O)n(C)c1=O | BLM inh = -1%
# Cc1nc(C)c(C(=O)NCCC(c2ccccc2)c2ccccc2)o1 | APE1 inh = -3%

# Next section:
mol	POLI inh	Apoferritin bind	G9a block	BLM inh	Pol kappa inh	BAZ2B block	APE1 inh	Pol eta inh	POLB inh
O=C1NC(=S)S/C1=C/c1ccc(N2CCOCC2)o1	79µM*	-1%	4.5µM*	i	?	20µM*	3%	?	14µM*
Cc1ccc(Cn2cc(-c3ccccc3)nn2)cc1	26%	-3%	·	-1%	9%	8%	8%	-20%	19%
CC(C)c1ccc(C(=O)Nc2nnc(S(=O)(=O)N3CCCCC3)s2)cc1	57%[activator]	-9%	23%	-2%	11%	-6%	0%	-12%	-9%
CCc1ccc(N(CC(=O)NCc2ccco2)C(=O)CCC(=O)Nc2nccs2)cc1	5%	6%	11%[59 µM]	-1%	4%	3%	21%[12.4 µM]	-15%	8%

# Source: PubChem (National Center for Advancing Translational Sciences (NCATS))
